FLuc inh: qHTS Assay for Inhibitors of Firefly Luciferase; purified firefly luciferase, luminescence, 8 min; Potency, µM (doses to about 57.1 µM), for the others: at the top dose activity change, negative = inhibition, actives largely listed as inhibitors; 72,000 compounds, 2.2% hits; AID 411, 2009; also: potency is read from the fitted curve at half-maximal effect; % is scaled to controls: 0 for no effect and ±100 for the full control effect; nearly all actives have a fitted effect of over 40% in size
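Substrate buffer containing 10 uM ATP (pH 7.2 imidazole, Mg2+, KCl, detergent, BSA) is dispensed, compound pinned in, then luciferase/luciferin detector mix added. After 8 min at ambient temperature, light output is measured.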
Casp1 inh: qHTS Assay for Allosteric/Competitive Inhibitors of Caspase-1; 75,000 compounds, 0.03% hits; Caspase-1 enzyme, Ac-WEHD-AFC fluorogenic rate; AID 900, 2007; Potency, µM (top dose mostly 57.5 µM), for the others: top-dose activity change, negative = inhibition, most hits filed as inhibitors;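 also: potency is read from the fitted curve at half-maximal effect; plate controls were vehicle for no effect and no substrate for full effect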
Target sequence (P29466 120-297 limits assumed): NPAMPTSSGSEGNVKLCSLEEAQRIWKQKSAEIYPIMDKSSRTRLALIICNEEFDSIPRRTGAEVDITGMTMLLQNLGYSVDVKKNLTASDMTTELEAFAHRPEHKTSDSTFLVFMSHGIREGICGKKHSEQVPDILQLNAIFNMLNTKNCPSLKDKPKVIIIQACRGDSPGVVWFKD
Target sequence (P29466 317-404 limits assumed): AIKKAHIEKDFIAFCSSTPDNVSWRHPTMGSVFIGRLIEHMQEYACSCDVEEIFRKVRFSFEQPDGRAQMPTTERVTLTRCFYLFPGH
HEK293 cAMP cs: qHTS Assay for Agonists of the Thyroid Stimulating Hormone Receptor: Activators of Intracellular cAMP Concentrations in Parental HEK 293. parental HEK293 CNG cAMP sensor, membrane potential fluorescence. Potency, µM (top dose mostly 57.1 µM), without a hit: at the top dose activation, usual class: activators. 73,000 compounds, 2.5% hits. AID 938, 2007; also: potency is read from the fitted curve at half-maximal effect; % of control where 0% means no effect; nearly all actives have a fitted effect of over 55% in size
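Parental HEK 293 cells stably expressing a modified CNG channel (no TSHR) report cAMP rise as membrane depolarization. Membrane potential dye with 100 uM RO 20-1724 was loaded for 60 min at room temperature, then compound added for 30 min; fluorescence read at 590 nm.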
USP2a inhib: qHTS Assay for Inhibitors of Ubiquitin-specific Protease USP2a; Ubiquitin carboxyl-terminal hydrolase 2 (Homo sapiens), O75604; USP2a enzymatic assay, qHTS inhibition; Potency, µM (doses to about 38.3 µM), for the others: at the highest dose activity change, negative = inhibition, most hits filed as inhibitors; 60,000 compounds, 0.1% hits; AID 927, 2007;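 also: potency is read from the fitted curve at half-maximal effect; nearly all actives have a fitted effect of over 60% in size; plate controls were DMSO for no effect and NEM full inhibition control for full effect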
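USP2 core (20nM final) preincubated 30 min RT with compound, then Ub-PLA2 20nM and NBD C6-HPC 20uM final added; buffer 20mM Tris-HCl pH 8.0, 2mM CaCl2. Fluorescence Ex 460/Em 535 read at 0 and 2.5 h; normalized to NEM.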
Tau filament bind: qHTS Assay for Tau Filament Binding; Microtubule-associated protein tau (Homo sapiens), P10636; recombinant tau filaments, thioflavin S fluorescence, 15 h; filaments grown with octadecylsulfate alongside compound; Potency, µM (top dose mostly 57.1 µM), for the others: at the top dose activity change, negative = inhibition; 71,000 compounds, 2% hits; AID 596, 2007;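 also: potency is read from the fitted curve at half-maximal effect; % is scaled to controls: 0 for no effect and ±100 for the full control effect; actives lower thioflavin S fluorescence by blocking filaments or displacing dye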
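Assay mix: 1 uM His-tagged tau, 30 uM sodium octadecylsulfate, thioflavine S dye in HEPES/NaCl/DTT buffer. Compound is added prior to the inducer. Fluorescence after 15 h at 37 C.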
Rhodamine fluor: qHTS Assay for Spectroscopic Profiling in Rhodamine Spectral Region. max dye-equivalent concentration, M. 59,000 compounds, 0.05% hits. Rhodamine-region fluorescence, 547/598 nm, Tris buffer; stronger effect = higher value; in the data active = max dye-equivalent concentration above about 11 nM; inconclusive = between about 1.1 nM and that limit
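Read-out is relative fluorescence at 547 nm excitation and 598 nm emission, expressed as dye-equivalent concentration using rhodamine standards on every plate. Each compound was profiled across a concentration series after 15 min in 100 mM Tris, pH 8.0.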
Caspase-7 inhib: qHTS Assay for Allosteric/Competitive Inhibitors of Caspase-7 | recombinant caspase-7, Ac-DEVD-AFC fluorescence rate | 75,000 compounds, 0.02% hits | AID 889, 2007 | Potency, µM (top dose mostly 57.5 µM), inactives show at the top dose activity change, negative = inhibition, hits mostly inhibitors; active = well fitted inhibition curve with a large enough effect in the main read-out, with a control signal flat, not every such curve was filed as active; inconclusive = small, poorly fitted or top-dose-only effect, or a change in a side signal; also: potency is read from the fitted curve at half-maximal effect; % of control where 0% means no effect
Target sequence (P55210 24-198 limits assumed): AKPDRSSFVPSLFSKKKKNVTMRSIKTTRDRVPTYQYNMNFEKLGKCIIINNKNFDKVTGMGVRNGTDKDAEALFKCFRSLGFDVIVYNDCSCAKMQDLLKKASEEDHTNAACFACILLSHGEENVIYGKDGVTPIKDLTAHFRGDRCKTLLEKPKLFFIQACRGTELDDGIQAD
Target sequence (P55210 207-303 limits assumed): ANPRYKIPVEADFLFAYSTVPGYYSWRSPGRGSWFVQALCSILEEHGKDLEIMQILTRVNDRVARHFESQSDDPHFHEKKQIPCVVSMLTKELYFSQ
TexasRed autofl: qHTS Assay for Spectroscopic Profiling in Texas Red Spectral Region; Compound fluorescence, Texas Red channel, 547/618 nm; stronger effect = higher value; max dye-equivalent concentration, M; 59,000 compounds, 0.06% hits; AID 587, 2007; in the data active = max dye-equivalent concentration above about 10 nM; inconclusive = between about 1.1 nM and that limit
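Fluorescence at ex 547/em 618 nm, normalized against an on-plate Texas Red standard series to give dye-equivalent concentration per compound concentration. Buffer 100 mM Tris, pH 8.0; 15 min RT incubation before CCD imaging.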
HADH2 inhib: qHTS Assay for Inhibitors of HADH2 (Hydroxyacyl-Coenzyme A Dehydrogenase, Type II). recombinant HADH2, NADH fluorescence, beta-hydroxybutyryl-CoA. Potency, µM (top dose mostly 57.1 µM), for inactives: at the highest dose activity change, negative = inhibition, most hits filed as inhibitors. 73,000 compounds, 3.4% hits. AID 886, 2007; also: potency is read from the fitted curve at half-maximal effect; % is scaled to controls: 0 for no effect and ±100 for the full control effect; nearly all actives have a fitted effect of over 60% in size; many of its hits are not listed in these tables
Target sequence (Q99714 whole entry, looked up, one chain of several): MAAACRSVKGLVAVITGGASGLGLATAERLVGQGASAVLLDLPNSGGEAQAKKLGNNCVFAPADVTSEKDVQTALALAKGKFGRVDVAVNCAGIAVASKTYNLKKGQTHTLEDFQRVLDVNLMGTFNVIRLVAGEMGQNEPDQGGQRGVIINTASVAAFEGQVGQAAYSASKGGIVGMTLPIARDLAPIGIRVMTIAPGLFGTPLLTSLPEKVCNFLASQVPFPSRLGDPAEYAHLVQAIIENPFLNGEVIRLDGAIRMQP
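NADH fluorescence (ex 360/em 450 nm) read every 30 s for 4 min; activity taken as last-minus-first time point difference. Enzyme 20 nM, NAD+ 1 mM, beta-hydroxybutyryl-CoA 90 uM, pH 9.0 Tris buffer.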
ERK AVP block: qHTS Assay for Inhibitors of the ERK Signaling Pathway using a Homogeneous Screening Assay; HEK293-V1b, vasopressin-stimulated pERK AlphaScreen; Potency, µM (highest dose often 57.5 µM), without a hit: top-dose activity, negative = inhibition, hits mostly inhibitors; 72,000 compounds, 0.99% hits; also: potency is read from the fitted curve at half-maximal effect; % is scaled to controls: 0 for no effect and ±100 for the full control effect; nearly all actives have a fitted effect of over 55% in size
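V1b-HEK293 cells; cpd 30 min 37C; 25 nM vasopressin 5 min; lyse 10 min; AlphaScreen beads 5 hr RT. Normalized to DMSO basal and 25 nM vasopressin; AC50 by Hill fit.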
Fluorescein fluor: qHTS Assay for Spectroscopic Profiling in Fluorescein Spectral Region | max fluorescein-equivalent concentration, M | 59,000 compounds, 0.91% hits | Compound autofluorescence, 480/540 nm, fluorescein-equivalent; stronger effect = higher value; in the data active = max fluorescein-equivalent concentration above about 10 nM; inconclusive = between about 1.1 nM and that limit
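In this qHTS profile, compound fluorescence was measured with a 480 nm/540 nm filter pair following a 15-min room-temperature incubation in 100 mM Tris (pH 8.0). A six-point fluorescein series on each plate served for normalization.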
Numbers without * were called inactive; i = inactive; ? = inconclusive; / = no result given; & = joins results of further samples; [ ] = remark or other dose. Unless noted, calls follow the shape of the dose curve; as a rule, active = well fitted curve in the direction sought with a large enough effect; inconclusive = small, poorly fitted or top-dose-only effect, or another doubt; inactive = no such curve, though single readings can be large; an effect the other way counts as inactive or inconclusive.

SMILES	FLuc inh	Casp1 inh	HEK293 cAMP cs	USP2a inhib	Tau filament bind	Rhodamine fluor	Caspase-7 inhib	TexasRed autofl	HADH2 inhib	ERK AVP block	Fluorescein fluor
Cn1nc(-c2ccc(Cl)cc2)c2cc(C(=O)NCc3ccco3)sc21	-1%	-4%	?	/	373%	/	-2%	/	19%	7%	/
C/C(Cl)=C\Cn1c(Nc2ccc(C)cc2)nc2c1c(=O)n(C)c(=O)n2C	-1%	-1%	-12%	-7%	29%	i	1%	i	2%	-10%	i
Cc1cc(F)c(F)c(C(=O)NC2CC2)c1Cl	4%	-1%	-4%	-2%	5%	i	-1%	i	6%	-15%	?
N#Cc1c(N)nc2c(c1-c1ccc3c(c1)OCO3)CCCCCC2	4%	-1%	?	78%[activator]	9%	i	-3%	i	32µM*	-14%	i
O=C(c1csc2ccccc12)n1cccn1	0%	1%	10%	-14%	1%	i	1%	i	-9%	-4%	i
O=C(Cn1c(=O)sc2ccccc21)Nc1ccc2c(c1)OCCO2	5%	-2%	9%	8%	27%	i	0%	i	1%	-12%	?
N#Cc1ccccc1NC(=O)CSc1nnc(-c2ccccc2O)n1-c1ccccc1	1%	0%	13%	40%[activator]	10%	i	0%	i	?	-11%	?
Cc1ccc(-n2ncc3c(=O)n(CC(=O)NC4CCCCC4)cnc32)cc1C	-1%	1%	14%	1%	13%	i	-2%	i	7%	-11%	i
COc1ccc2c(c1OC)C(=O)N1c3ccccc3COC21 (configuration not stated)	10µM*	0%	26%	13%	16%	i	1%	i	3%	-10%	i
CC(C)Cc1nnc(NS(=O)(=O)c2ccc(Cl)cc2)s1	1%	0%	10%	/	-4%	/	-7%	/	-13%	-18%	/
COC(=O)CSc1nnc(CNC(=O)c2ccc(S(=O)(=O)N3CCCCC3)cc2)n1C	1%	1%	?	6%	2%	i	1%	i	3%	11%	i
COc1cccc2c1NC(C(=O)O)C1CC=CC21 (configuration not stated)	-7%	-13%	-5%	-27%	-22%	i	-20%	i	3.2µM*	-11%	i
COCCCN1C(=O)C(=O)/C(=C(/O)c2ccccc2)C1c1ccc2c(c1)OCO2 (configuration not stated)	2%	0%	0%	/	0%	i	1%	i	?	3%	?
Oc1cc(CN2COc3ccccc32)c(O)cc1CNC1CCCCC1	-10%[11.4 µM]	-10%[11.5 µM]	-4%[11.4 µM]	/	-20%[11.4 µM]	i	0%[11.5 µM]	i	1.6µM*	5%[11.5 µM]	i
Cc1c(C(=O)NCCC2=CCCCC2)oc2ccc(S(=O)(=O)N3CCOCC3)cc12	-3%	-3%	?	56%[activator]	1%	i	-3%	i	-2%	?	i
Cc1noc(NS(=O)(=O)c2ccc(NC(=O)C34CCC(CC3)C4)cc2)c1C	2%	-1%	?	-5%	1%	i	0%[0.00368 µM]	i	-9%	9%	i
Cc1nnc(SCC(=O)N2CCCCC2)s1	1%	2%	-1%	-6%	1%	i	-2%	i	-1%	-12%	i
CCOc1cccc(/C(O)=C2/C(=O)C(=O)N(CCOC)C2c2ccc(C)o2)c1 (configuration not stated)	1%	-3%	0%	18%	25%	i	-2%	i	-11%	-4%	i
COc1ccc(CNc2nc3nc(C)c(Cl)c(=O)n3[nH]2)cc1OC	0%	-2%	13%	-1%	-5%	i	1%	i	2%	5%	i
CC(C)Cc1nccs1	/	-2%	12%	/	-5%	/	1%	/	-3%	9%	/
O=C(Cn1cccc1)NC1CCCCCC1	0%	0%	10%	-5%	4%	i	-1%	i	3%	-28%	i
CC1(C)CCCC2=C1CC1C(=O)N(Cc3cccnc3)C(=O)C1C2 (configuration not stated)	0%	-2%	3%[11.4 µM]	-3%[7.66 µM]	0%[11.4 µM]	/	1%	/	-3%[11.4 µM]	12%	/
COc1ccc2c(=O)cc(-c3ccncc3)oc2c1OC	0%[11.4 µM]	2%[11.5 µM]	-5%[11.4 µM]	/	-1%[11.4 µM]	i	-1%[11.5 µM]	i	-5%[11.4 µM]	-3%[11.5 µM]	i
Cc1cccc(C(=O)N(C)c2nnc(-c3ccncc3)s2)c1	-1%	-2%	6%	-1%	62%	i	1%	i	14%	16%	?
CC1(C)CCC(C)(C)c2cc(C(=O)Nc3ccc(C(=O)O)cc3)ccc21	0%	1%	?	/	-18%	/	-4%	/	-26%	?	/
Cc1nn(-c2ccccc2)c(C)c1C(=O)Nc1nnc(-c2ccco2)o1	2%	1%	7%	5%	-3%	i	0%	i	-5%	-11%	i
CC1=C(C(=O)OC(C)C)C(c2cccc(F)c2)n2ncnc2N1 (configuration not stated)	3%	-3%	9%	/	-1%	/	-3%	/	11%	-14%	/
O=C(CCS(=O)(=O)c1cccs1)Nc1ccc(C(=O)NCc2cccs2)cc1	0%	-1%	2%	5%	-11%	i	-1%	i	-1%	2%	i
c1cc(N2CCCC2)ccc1C(c1nnnn1C1CCCCC1)N1CCOCC1 (configuration not stated)	2%	?	27%	9%	-5%	i	-29%	?	2%	-9%	?
c1ccc2sc(NC3=NCN(Cc4ccc5c(c4)OCO5)CN3)nc2c1	5%	-1%	?	24%	44%	i	-1%	i	-2%	-10%	?
CCC(C)NC(=O)C1CCCN(C(=O)Nc2ccc(F)cc2)C1 (configuration not stated)	-2%	-1%	3%	14%	-6%	i	-1%	i	20%	-21%	i
CCc1nc(C)cn1S(=O)(=O)c1cc(C)c(OC)cc1C	2%	-3%	?	/	2%	/	1%	/	10%	-24%	/
C(=N\n1cnnc1)/c1cccc2ccccc12	0%	-3%	5%	5%	4%	i	-1%	i	?	-4%	i
OCc1cn(-c2ccccc2)nc1-c1ccc2c(c1)OCCO2	-19%	-2%	-9%	-3%	3%	i	0%	i	-21%	25µM*	i
c1ccc(CNc2nc3ccccc3n3cnnc23)nc1	-2%	3%	4%	/	-13%	/	-3%	/	-1%	-20%	/
O=C1CCc2cc(S(=O)(=O)N3CCCC3C(=O)N3CCN(c4ccccc4F)CC3)ccc2N1 (configuration not stated)	3%	0%	?	/	3%	/	1%	/	0%	-12%	/
CC(C)(c1cc(Br)c(O)c(Br)c1)c1cc(Br)c(O)c(Br)c1	/	?	?	/	?	/	-10%&-6%	/	16µM*	4%&-32%	/
CC(=O)c1c(C(C)=O)c(C)n(NC(=O)c2ccccc2O)c1C	1%	-2%	-3%	1%	-1%	i	-1%	i	-16%	-15%	i
Cc1nc(Cc2nnc(SCc3nc(N)nc(Nc4ccccc4C)n3)o2)cs1	1%	-1%	-1%	16%	-2%	i	-2%	?	10%	-7%	?
CCOC(=O)CN1CC23C=CC(O2)C(C(=O)NC2CCCCCC2)C3C1=O (configuration not stated)	2%	-4%	?	/	-10%	/	-1%	/	3%	-6%	/
CCN(CC)CCC(=O)NC(C)(C)Cc1ccc(O)cc1	0%	2%	?	-3%	9%	i	2%	i	9%	7%	i
CCCCCCC1=Cc2cc(OC)c(OC)cc2C(CC(=O)/C=C/OC)O1 (configuration not stated)	/	0%[11.5 µM]	3%[11.4 µM]	/	/	/	-2%[11.5 µM]	/	-6%[11.4 µM]	28%[11.5 µM]	/
C=CCNc1nc(NC(C)(C)CO)nc(OCC)n1	1%	1%	3%	5%	-13%	i	0%	i	-9%	-18%	i
Cc1ccc(C(c2nnnn2CCC(C)C)N2CCN(C)CC2)cc1 (configuration not stated)	1%	-1%	30%	8%	-16%	i	0%	i	2%	-6%	?
Cc1cc2c(cc1C)NC1=C(N2)O[C@H](c2c[nH]c3ccc(COc4ccccc4)cc23)C1=O	-4%[11.4 µM]	7%[11.5 µM]	3%[11.4 µM]	/	-2%[11.4 µM]	i	-2%[11.5 µM]	i	1%[11.4 µM]	-23%[11.5 µM]	i
COC(=O)[C@@]1(Cc2ccccc2)[C@H]2c3cc(C(=O)N4CCCC4)n(CCN4CNCC4=O)c3C[C@H]2CN1C(=O)c1ccccc1	/	2%	8%	/	-1%	/	-1%	/	-1%	-4%	/
COC(=O)c1cccc(NC(=O)CSc2nc(C)cc(=O)[nH]2)c1	2%	-1%	20%	-3%	-9%	i	-3%	i	-17%	-4%	i
CCOC(=O)c1ccc(Oc2nc(NC)nc(OC)n2)cc1	1%	3%	-4%	4%	-7%	i	5%	i	11%	-24%	i

Source: PubChem BioAssay

These rows are one share of the data; the hit share may differ from the screen's.
